Assay outcomes from PubChem BioAssay.
MT stabilizer: microtubule stabilizers in HeLa cells, primary screen, imaging, high-content imaging; HeLa tubulin immunostaining HCS, 24 h; share of cells brighter than vehicle mean+2SD; % tubulin-high responders, % at 10 µM; hit rate 0.83% among 200,000; AID 2205, 2009;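 active means plate Z-score above 3 for both tubulin-high and condensed-nucleus cell shares, with cell loss under 80%, at 10 µM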;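 further: anti alpha tubulin signal scored within the nucleus-defined area of each cell; some results filed as inactive read as strong as hits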
Yfh1-depleted yeast: enhancers of respiration in Yfh1-depleted yeast, dose response, Friedreich's ataxia, plus single-dose screen (AID 1465); S. cerevisiae Yfh1-off respiration, WST-1 reduction, 72 h; higher fold induction means a stronger effect; fold induction at 50 µM; hits with a dose series show EC50 in µM; hit rate 0.074% among 220,000;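 active means fold induction of absorbance versus untreated yeast above a set limit, then at least 30% activation at any dose in follow-up; inconclusive means repeats straddling the limit, or above it without dose testing; inactive means fold induction below the set limit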;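 further: activators that raise dye reduction in frataxin-depleted yeast; strong numbers were not always called active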
Autophagy mod: autophagy modulators in MEF cells, primary screen, imaging, high-content, MEF GFP-LC3 | hit rate 0.98% among 190,000 | AID 463193, 2010 | MEF GFP-LC3 puncta imaging; test concentration mostly 10 µM | calls only at 10 µM (by protocol);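 active means percentage of spot-positive cells more than 3 SD above its plate mean, without a fluorescence outlier flag or 80% toxicity; inconclusive means no clear call, values can overlap the other calls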;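 further: spot-positive cell cutoff set from DMSO-treated cells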
AID2073: inhibitors of Mint1-CaV2.2 protein interaction, biochemical, HTRF (AID 2073); HTRF protein-protein interaction, Mint1-CaV2.2; higher % means a stronger effect; one-dose inhibition, % at 20 µM; IC50 in µM for titrated hits; hit rate 0.19% among 290,000; in the data active means inhibition mostly above about 51%, no sharp cut-off; inconclusive means no clear call, values can overlap the other calls; inactive means mostly below about 53%; further: some results filed as inactive read as strong as hits
HIV fusion peptide: inhibitors of HIV fusion peptide binding, primary screen, biochemical, uHTS, fluorescence dequenching (AID 1986) | cell-free peptide binding, fluorescence dequenching, 30 min; higher % means a stronger effect | one-dose inhibition, % at 20 µM; IC50 in µM for titrated hits | hit rate 0.3% among 290,000; in the data active means inhibition mostly above about 52%, no sharp cut-off; inactive means mostly below about 76%; further: some results filed as inactive read as strong as hits
b-catenin transl: modulators of beta-catenin nuclear translocation, primary screen, imaging, HeLa cells, immunofluorescence, high-content; nuclear translocation activity, % at 5 µM; hit rate 0.3% among 190,000;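 active means nuclear translocation activity above 50% at 5 µM, with a well cell count of 50 or more; inconclusive means wells under 50 cells across six images, flagged as toxic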;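 further: per-cell ratio of nuclear to cytoplasmic median beta-catenin stain intensity; plate controls were DMSO negative control for no effect and GSK-3 inhibitor IX positive control for full effect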
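System: HeLa cells, endogenous beta-catenin; compound dosing: 5 µM primary single dose, 0.1% DMSO, 0.02–20 µM confirmation series; incubation: 24 h compound exposure at 37°C, 5% CO2; signal: beta-catenin immunofluorescence imaging with DAPI; evaluation: % activation, nuclear-to-cytoplasmic median beta-catenin signal ratio per cell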
WT yeast gro inh: growth inhibition of WT strain, primary screen, mitochondrial fusion inhibitor project, WT and mutant strains, chemical genetic. mitochondrial fusion phenotypic screen. inhibition, % at 10 µM. hit rate 2.1% among 190,000. AID 1362, 2008; in the data active means inhibition above about 58%; tested in S. cerevisiae
Ins promoter up: insulin promoter activators in MIN6 cells, imaging, high-content screening, mouse beta cells; hit rate 0.3% among 190,000; AID 1625, 2009; MIN6 insulin promoter-GFP reporter; active compounds read high; z-score at 5 µM;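 active means z-score above 3 at 5 µM with at least 500 cells counted in the well; inconclusive means wells under 500 cells, flagged as cytotoxic or low count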
Dynein transport: inhibitors of GR-EGFP nuclear translocation, primary screen, dynein cargo transport inhibitor project, imaging, high-content, 3617.4 mouse cells | test concentration mostly 20 µM; stimulated with dexamethasone, 1 µM; active compounds read low | AID 1381, 2008 | z-score, hits read low | hit rate 0.47% among 220,000;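 active means plate z-score of nuclear minus cytoplasmic receptor signal below a set negative limit, without overly bright fluorescence or cell loss, cut at about -3.5 in these data, passing the limit was not always enough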;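 further: z-score of nuclear minus cytoplasmic ring GR-EGFP intensity difference per well; some compounds called inactive have numbers as strong as hits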
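medium = tetracycline-free induction medium containing charcoal-stripped FBS | also added = 1.0 µM final dexamethasone stimulus | schedule = 48 h induction, 1 h compound, 30 min dex at 37 °C | technique = fixed, Hoechst-stained cells imaged at 10x for EGFP | measure = GR-EGFP nuclear translocation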
WT yeast gro inh mutant strain: further read-out of WT yeast gro inh, marked with its call; inhibition, %; mitochondrial fusion phenotypic screen, mutant strain inhibition
Dynein transport cytoplasmic EGFP: further read-out of Dynein transport, marked with its call; z-score; measured here: cytoplasmic GR-EGFP intensity; active compounds read high
Dynein transport nuclear GR-EGFP: further read-out of Dynein transport, marked with its call; z-score; measured here: nuclear GR-EGFP intensity;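 lower value marks the stronger effect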
Dynein transport cell count: second read-out of Dynein transport, no call of its own (marks repeat the call); z-score; measured here: cell count per field
Ins promoter up cell count: also measured in Ins promoter up; calls as there; cell count; measured here: cytotoxicity, nuclei count;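 total cells summed across four imaged fields per well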
b-catenin transl cell count 5 µM: further read-out of b-catenin transl, marked with its call; cell count; measured here: cell count, cytotoxicity flag
MT stabilizer Hoechst-high %: further read-out of MT stabilizer, marked with its call; % Hoechst-high responders; measured here: nuclear condensation Hoechst responders;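 share of cells brighter than vehicle mean plus two SD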
MT stabilizer cytotoxicity %: also measured in MT stabilizer; calls as there; toxicity, %; measured here: cytotoxicity by cell density;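 0% = mean cell density of plate MIN control wells and 100% = no cells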
Autophagy mod cell loss 18 h: also measured in Autophagy mod; calls as there; toxicity, %; measured here: cell loss, nuclei count;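 cell loss after 18 h compound exposure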
The depositor's hits bear a star; i = inactive; ? = inconclusive; · = not tested or not shown.

SMILES	MT stabilizer	MT stabilizer Hoechst-high %	MT stabilizer cytotoxicity %	Yfh1-depleted yeast	Autophagy mod	Autophagy mod cell loss 18 h	AID2073	HIV fusion peptide	b-catenin transl	b-catenin transl cell count 5 µM	WT yeast gro inh	WT yeast gro inh mutant strain	Ins promoter up	Ins promoter up cell count	Dynein transport	Dynein transport cytoplasmic EGFP	Dynein transport nuclear GR-EGFP	Dynein transport cell count
COc1cc(C2Oc3ccccc3C=C2[N+](=O)[O-])cc(OC)c1OC (stereo not drawn)	·	·	·	i	·	·	-8%	-1.9%	2.9	1256	·	·	?	·	-5.6*	1.5*	-2.7*	0.32*
COc1cccc(C(=O)N2CCOCC2)c1OC	3.3	2.0	6.5	i	i	-3	2%	-2.2%	0.1	941	1	-6	0.52	1688	-0.83	-0.08	-0.32	1
COc1cc(NC(=O)c2csc(N)n2)cc(C(=O)Nc2cccc(C(F)(F)F)c2)c1	·	·	·	i	·	·	2%	3.7%	45	361	·	·	-1.6	547	-0.24	-0.83	-0.077	0.27
O=C(O)c1cc([N+](=O)[O-])c(NCc2cccnc2)c([N+](=O)[O-])c1	4.1	2.4	4.9	?	i	11	21%	-1.7%	4.9	1032	8	-8	-0.12	1106	-1.3	-0.37	-1.1	1.8
O=C(CSc1ccc(Cl)cc1)NCC1CCCO1 (stereo not drawn)	1.6	0.8	1.3	i	i	-4	0%	0.8%	·	·	-5	-37	1.1	815	0.54	-0.13	0.27	0.85
COc1ccc(C2C3=C(CC(C)(C)CC3=O)Nc3cc4c(cc32)OCO4)cc1 (stereo not drawn)	2.1	0.9	6.4	?	i	4	17%	0.3%	1.5	1367	5	-3	-1.4	1454	0.3	-0.22	-0.74	0.2
O=C(CC(c1ccccc1)C1CCCCC1=O)c1ccco1 (stereo not drawn)	3.8	2.4	5.3	i	i	13	8%	1.9%	-2.0	1191	-12	-5	·	·	0.11	-0.23	-0.019	0.87
CCOC(=O)C1=C(CNCc2ccc(C)cc2)NC(=O)NC1c1cc(C)ccc1C (stereo not drawn)	2.2	1.6	9.9	i	i	2	0%	0.9%	-2.1	1157	25	2	0.02	1059	0.15	-0.23	-0.043	0.74
CCc1n[nH]c(=O)n1Cn1c(CC)n[nH]c1=O	1.9	1.2	11	i	i	-4	-8%	1.9%	·	·	7	16	-0.12	860	-0.59	0.86	0.095	0.45
CCn1c2ccccc2c2cc(/C=N/NC(=O)c3ccccc3C)ccc21	15	15	66	i	i	24	17%	-1.5%	1.0	1032	27	-1	-0.02	1304	-0.66	-0.28	-0.36	0.57
CCNC(=O)N1CCN(C(=O)NCC)CC1	4.2	2.7	4.9	i	i	8	-3%	-0.7%	-0.8	951	-8	4	0.29	1670	-0.0031	-0.24	0.52	0.01
O=C(O)/C=C/c1cccc(NC(=O)c2ccc(Cl)cc2)c1	2.1	1.8	3.4	i	i	-9	14%	3.1%	0.5	1497	-2	-1	-1.4	1470	-0.83	-0.35	-0.55	0.89
O=C1NCCN1Cc1ccc(F)cc1	2.4	2.4	8.7	i	i	-1	-2%	0.8%	·	·	1	0	·	·	0.12	-0.25	0.17	0.064
COc1cc(NC(=O)COC(C)=O)cc(OC)c1OC	2.8	1.2	9.4	i	i	-23	9%	1.6%	-3.4	1126	-2	5	0.31	1557	-0.24	0.015	0.31	-0.19
N#C/C(=C/c1ccc(-c2ccc(Br)cc2)o1)C(=O)NC1CCCCC1	2.3	1.7	7.2	i	i	4	12%	3.7%	5.9	1124	7	4	-0.9	1423	-0.29	-0.25	-0.088	0.66
CCN(CC)C(=O)CSc1nnc(CSc2ncccn2)n1C	·	·	·	i	·	·	7%	1.0%	-0.7	1370	·	·	-0.56	1025	-0.034	0.28	0.97	-0.77
C=CCOC(=O)C1=C[C@H](c2cn(C(C)=O)c3ccccc23)C[C@H](OCc2ccc(CO)cc2)O1	3.9	2.4	4.6	i	i	-14	17%	3.2%	-2.1	1162	11	6	·	·	0.3	-0.23	0.44	-0.072
O=C(COc1ccccc1)Nc1ccccc1NS(=O)(=O)c1cccs1	5.5	2.5	8.2	i	i	7	6%	0.8%	-0.5	480	-2	-14	-0.23	1315	-0.39	0.024	-0.51	0.4
CS(=O)(=O)N1CCC(C(=O)Nc2ccc3c(c2)OCO3)CC1	1.6	1.4	1.4	i	i	-13	1%	4.7%	·	·	-4	6	1.1	971	-0.26	-0.073	-0.0026	-0.0076
CCOC(=O)c1c(CSCc2ccccc2)oc2ccc(O)c(CN(C)C)c12	·	·	·	i	·	·	-17%	-1.5%	3.5	1140	·	·	·	·	-0.22	-0.21	-0.08	-0.33
COc1ccc(O)c(N)c1	4.3	1.9	10	i	i	2	?	67%	4.2	1049	-12	11	0.32	1216	-0.25	-0.27	-0.17	0.94
COc1ccc(S(=O)(=O)N2CCC(n3cnc4cc(C(F)(F)F)ccc43)CC2)cc1	5.7	3.5	6.8	i	i	26	3%	-0.6%	3.0	836	54	27	-2	1158	-0.34	-0.19	0.23	0.28
CCOCC(=O)Nc1ccc(C)c(Cl)c1	1.6	1.3	3.9	i	i	1	9%	2.6%	·	·	-18	-4	0.24	941	-0.47	-0.17	-0.35	0.29
CS(=O)(=O)Nc1ccccc1C(=O)N1CCOCC1	3.5	2.5	7.7	i	i	3	-12%	1.0%	-5.2	1218	2	3	-0.07	1358	-0.025	-0.25	0.49	0.0063
CS(=O)(=O)Nc1ccccc1C(=O)Nc1cc(Cl)cc(Cl)c1	2.0	1.3	6.2	i	i	12	10%	1.0%	-5.4	1116	-6	-11	0.13	923	0.66	-0.12	1	-0.31

Overlap with the part before: three entries; new compounds follow.
SMILES	MT stabilizer	MT stabilizer Hoechst-high %	MT stabilizer cytotoxicity %	Yfh1-depleted yeast	Autophagy mod	Autophagy mod cell loss 18 h	AID2073	HIV fusion peptide	b-catenin transl	b-catenin transl cell count 5 µM	WT yeast gro inh	WT yeast gro inh mutant strain	Ins promoter up	Ins promoter up cell count	Dynein transport	Dynein transport cytoplasmic EGFP	Dynein transport nuclear GR-EGFP	Dynein transport cell count
CCOCC(=O)Nc1ccc(C)c(Cl)c1	1.6	1.3	3.9	i	i	1	9%	2.6%	·	·	-18	-4	0.24	941	-0.47	-0.17	-0.35	0.29
CS(=O)(=O)Nc1ccccc1C(=O)N1CCOCC1	3.5	2.5	7.7	i	i	3	-12%	1.0%	-5.2	1218	2	3	-0.07	1358	-0.025	-0.25	0.49	0.0063
CS(=O)(=O)Nc1ccccc1C(=O)Nc1cc(Cl)cc(Cl)c1	2.0	1.3	6.2	i	i	12	10%	1.0%	-5.4	1116	-6	-11	0.13	923	0.66	-0.12	1	-0.31
COC(=O)c1[nH]c2ccc(C)cc2c1NC(=O)CN1CCN(c2ccccc2)CC1	4.0	1.8	0.5	i	i	-4	-1%	-2.9%	4.1	1031	27	24	-2	704	-0.24	-0.22	0.0074	0.54
O=C(NCc1ccccn1)C1CCN(S(=O)(=O)N2CCC3(CC2)OCCO3)CC1	4.7	2.8	6.9	i	i	-49	3%	0.0%	-2.6	623	-11	-5	-0.04	1303	-0.12	-0.26	0.87	-0.17
CCOC(=O)Nc1ccc2c(c1)ncn2C1CCCCC1	1.8	1.2	25	i	i	-5	-1%	11%	-1.6	1126	-1	2	0.39	1230	-0.92	-0.28	-0.24	0.26
CC(C)C(NS(=O)(=O)c1cccc2nsnc12)C(=O)Nc1nc2ccc(Cl)cc2s1 (stereo not drawn)	6.1	2.0	9.4	·	i	-2	-2%	-1.4%	4.5	1192	62*	46*	-1.2	900	-0.56	-0.085	-0.027	0.15
Cc1ccccc1C(=O)Nc1ccc(Cl)cn1	1.3	1.3	6.9	i	i	-18	-2%	0.4%	-2.2	890	-4	15	-0.44	1174	-0.49	-0.12	-0.3	0.65
COc1ccc(-c2nc(N)n(C(=O)c3ccco3)n2)cc1	3.9	1.7	8.6	i	i	13	25%	-0.6%	-1.2	1150	-5	-17	0.96	1177	-0.0071	-0.19	-0.34	0.35
Cc1cc(=O)n(-c2ccc(O)cc2)[nH]1	2.5	1.9	5.2	i	i	4	-7%	1.0%	-0.9	1405	22	-1	0.23	1525	0.5	-0.16	0.42	-0.39
O=C(NCCc1ccccc1)c1nc2ncccn2n1	1.5	1.2	2.2	i	i	-14	-11%	-1.0%	·	·	23	20	0.78	923	-0.53	-0.17	-0.0086	0.74
Cc1nn(CC(=O)Nc2cccnc2)c(=O)c2ccccc12	2.1	1.4	7.2	i	i	-3	18%	-0.1%	1.0	1507	-10	3	0.34	1302	-0.36	-0.33	-0.057	1.1
CCN(CC)S(=O)(=O)c1ccc(Cl)c(NC(=O)c2cc(Cl)ccc2Cl)c1	4.4	3.2	4.3	i	i	9	8%	1.8%	0.7	1145	2	-6	0.89	1562	0.41	-0.17	0.15	-0.22
Cc1nn(C)cc1-c1n[nH]c(=S)n1-c1ccc(F)cc1	4.2	2.8	1.5	i	i	4	-14%	2.2%	1.8	489	0	-19	0.13	1249	0.19	-0.31	0.086	-0.75
